High-throughput results from PubChem.
M. tuberculosis: growth inhibition of non-replicating M. tuberculosis (AID 488890); inhibition, % at 25 µM, or IC50 in µM where a hit was titrated; hit rate 0.39% among 320,000; Mycobacterium tuberculosis non-replicating, growth inhibition; higher % means a stronger effect; in the data active = a potency from the dose series; inconclusive = inhibition mostly from about 82% at the one dose, without a potency; inactive = the rest, 99 in 100 with inhibition below about 76%;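 also: plate controls were DMSO cells for no effect and high antibiotic wells for full effect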
VEEV TC-83 Vero: inhibitors of VEEV TC-83 cytopathic effect, confirmation, Vero cells (AID 588727); Vero cells, VEEV TC-83 cytopathic effect inhibition; higher % means a stronger effect; inhibition, % at 20 µM; hits with a dose series show IC50 in µM; hit rate 0.13% among 350,000; in the data active = a potency from the dose series; inconclusive = inhibition mostly from about 14% at the one dose, without a potency; inactive = the rest, 99 in 100 with inhibition below about 12%; also: strong numbers were not always called active
H1N1 NS1A inhibition: H1N1 influenza NS1A inhibitors, functional cell based assay (AID 504329). NS1A functional cell-based assay, percent inhibition; higher % means a stronger effect. inhibition, % at 12.5 µM, or IC50 in µM where a hit was titrated. hit rate 0.3% among 340,000; in the data active = a potency from the dose series; inconclusive = inhibition above about 27% without an active follow-up result; also: strong numbers were not always called active
Salmonella PhoP GFP: PhoP regulon inhibitors, Salmonella typhi PhoP promoter GFP reporter, confirmatory (AID 1850) | hit rate 0.33% among 310,000 | Salmonella Typhi PhoP-promoter GFP reporter, fluorescence, 4 h; higher % means a stronger effect | inhibition, % at 50 µM; hits with a dose series show IC50 in µM; in the data active = a potency from the dose series; inconclusive = inhibition mostly from about 25% at the one dose, without a potency; inactive = the rest, 99 in 100 with inhibition below about 19%;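 also: 0% = induced wells with vehicle and 100% = uninduced wells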
H37Rv inhibition: M. tuberculosis growth inhibition, HTS (AID 449762) | M. tuberculosis H37Rv growth inhibition, 7H9 media; higher % means a stronger effect | one-dose inhibition, % at 25 µM; IC50 in µM for titrated hits | hit rate 0.59% among 330,000; in the data active = a potency from the dose series; inconclusive = inhibition above about 70% without an active follow-up result;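 also: bacterial growth assessed after seven days of incubation; strong numbers were not always called active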
VEEV TC-83 Vero 10K pilot screen: recorded beside VEEV TC-83 Vero, whose call it bears; inhibition, %; measured here: 10K pilot screen inhibition
* marks the source's active call; other numbers are inactive results; i = inactive; ? = inconclusive; . = not tested or not shown.

SMILES	M. tuberculosis	VEEV TC-83 Vero	H1N1 NS1A inhibition	Salmonella PhoP GFP	H37Rv inhibition	others
Cc1c(C(=O)Nc2ccccc2-c2ccccc2)cccc1[N+](=O)[O-]	5.3%	5.5%	3.6%	2.3%	6.4%
CCC(=O)NC1(Cc2ccc(O)cc2)CCCCC1	-1.6%	1.8%	-14.5%	-5.5%	5.0%
COc1ccc(CN(C)C(=O)Cn2ccc(N)nc2=O)cc1OC	-29.3%	0.6%	-8.9%	.	-10.2%
Cc1cc(S(=O)(=O)N2CCOCC2)ccc1OCC(=O)Nc1ccccc1C(F)(F)F	-11.9%	0.9%	-4.4%	5.4%	-7.7%
CN1CCN(S(=O)(=O)c2ccccc2)C(c2ccccc2)C1 (stereo not given)	3.7%	1.8%	-8.2%	.	3.8%
Cc1cccc(N2C(=N)SCC2=O)c1C	16.1%	1.9%	3.4%	-4.3%	-0.6%
COc1ccc([C@H]2CC(=O)C=C(c3ccc(O)cc3)C2)cc1OC	7.3%	3.3%	-4.9%	.	38.1%
CC(=O)N1c2ccccc2C2CCCC[C@@H]21 (stereo not given in full)	-14.3%	1.1%	3.2%	.	0.3%
CN1CCN(C(=O)c2ccc(C(C)(C)C)cc2)CC1	12.7%	0.7%	-0.7%	8.0%	-5.8%
Cc1ccc(NC(=O)Cc2c(O)c3ccccc3[nH]c2=O)c(C)c1	-1.5%	1.4%	3.4%	3.7%	-6.0%
Cc1ccccc1Cn1cnc2c(cnn2C(C)(C)C)c1=O	0.2%	7.2%	10.4%	8.0%	2.2%
CN(C)c1ccc(C(CNC(=O)c2ccccc2Br)c2c[nH]c3ccccc23)cc1 (stereo not given)	41.4%	0.3%	6.0%	-3.4%	-0.2%
O=C(C1CCN(c2nc3ccc(Br)cc3s2)CC1)N1CCC2(CC1)OCCO2	31.4%	3.5%	12.3%	-7.3%	3.6%
COC(=O)C1=C(C)N(Cc2ccccc2)C(=O)N[C@H]1c1ccco1	4.8%	1.1%	-9.2%	3.0%	-4.0%	VEEV TC-83 Vero 10K pilot screen=0.7
Cc1ccc(OCCN2CCOCC2)cc1C	-12.7%	0.3%	-8.6%	-1.9%	-1.7%
CC(=O)Nc1cc2ccc(OC(C)=O)cc2oc1=O	-4.6%	3.7%	1.4%	-2.1%	-0.6%
CC(C)Cn1c(=O)[nH]c(=O)c2c(C(F)(F)F)cc(-c3ccccc3)nc21	8.5%	2.7%	-28.3%	-2.5%	3.5%
CC(NC(=O)c1cccc(N(C)C)c1)c1ccc(-n2ccnc2)cc1 (stereo not given)	-1.1%	0.1%	9.7%	-3.8%	-1.4%
CC(=O)Nc1ccc(C(=O)OCC(=O)NCc2cccs2)cc1	-6.3%	i	-8.2%	.	-5.5%
Cc1ccc(N2CC(C(=O)N3CCN(c4ccccc4)CC3)CC2=O)cc1 (stereo not given)	41.6%	0.3%	-0.4%	-4.0%	8.7%
COc1ccc2cc(S(=O)(=O)NC3CC(C)(C)NC(C)(C)C3)ccc2c1	5.7%	1.1%	30.8%	0.1%	-21.8%
C/C(=N\NC(=O)c1nnn(-c2nonc2N)c1-c1ccc2c(c1)OCO2)c1cccs1	-1.8%	2.6%	-0.9%	2.6%	4.9%
O=C(NCCc1ccncc1)Nc1ccc(Cl)c(Cl)c1	34.3%	12.8%	0.5%	55.1%	-8.6%
CN(CC(=O)N1CCCc2c1c(=O)oc1ccc(O)cc21)Cc1ccccc1	4.7%	i	-0.8%	-11.0%	-0.3%
Cc1noc2ncnc(Oc3ccc(F)cc3)c12	-29.4%	1.4%	-3.4%	21.9%	7.4%

The closing 3 records of the section before come first, to join the parts.
SMILES	M. tuberculosis	VEEV TC-83 Vero	H1N1 NS1A inhibition	Salmonella PhoP GFP	H37Rv inhibition	others
O=C(NCCc1ccncc1)Nc1ccc(Cl)c(Cl)c1	34.3%	12.8%	0.5%	55.1%	-8.6%
CN(CC(=O)N1CCCc2c1c(=O)oc1ccc(O)cc21)Cc1ccccc1	4.7%	i	-0.8%	-11.0%	-0.3%
Cc1noc2ncnc(Oc3ccc(F)cc3)c12	-29.4%	1.4%	-3.4%	21.9%	7.4%
O=C(N/N=C/C(Br)=C/c1ccccc1)c1ccncc1	3.89µM*	i	0.2%	-7.6%	?
O=[N+]([O-])c1ccc(S(=O)(=O)N/N=C/c2ccsc2)cc1	-9.4%	1.4%	-6.0%	-2.2%	1.8%
CCOC(=O)c1nc2ccccc2c(C)c1C	-12.1%	4.5%	19.5%	-16.7%	-5.8%
O=C(C[n+]1ccc(-c2ccccc2)cc1)Nc1ccc([N+](=O)[O-])cc1	13.4%	1.0%	-12.3%	40.5µM*	-3.1%
COc1ccc(NS(=O)(=O)c2cc(NC(=O)c3ccccc3F)ccc2N2CCCC2)cc1	43.6%	0.8%	21.1%	5.3%	1.0%
O=[N+]([O-])c1ccc(Sc2cccc3cccnc23)c([N+](=O)[O-])c1	51.1%	i	12.0%	-14.3%	65.5%
COc1cccc(CC(=O)NNC(=O)CN(C)S(=O)(=O)c2ccc(C)cc2)c1	-2.8%	i	-6.5%	.	-8.9%
O=C(CNCc1ccccc1)Nc1ccc(Cl)cc1	?	0.4%	-2.1%	5.6%	-6.6%
CCc1nnc(NC(=O)CN2CCN(Cc3cccc(OC)c3)CC2)s1	15.0%	i	-1.0%	-2.2%	4.7%
COc1ccc(S(=O)(=O)N2CCCC2C(=O)n2nc(C)cc2C)cc1 (stereo not given)	-5.0%	i	2.1%	-4.8%	3.8%
COc1cccc2sc3ccc(NCc4ccc5c(c4)OCO5)cc3c(=O)c12	21.7%	3.8%	11.8%	0.3%	0.3%
Cc1ccc(CS(=O)(=O)c2ccc(C(=O)N3CCN(c4ccccn4)CC3)cc2[N+](=O)[O-])cc1	.	1.9%	5.2%	-32.2%	20.4%
CCCCn1c(N)c(N(CCC(C)C)C(=O)C2=NN(c3cc(C)ccc3C)C(=O)CC2)c(=O)[nH]c1=O	5.6%	1.8%	-4.7%	10.6%	-3.8%
C=CCN(c1ccccc1OC)S(=O)(=O)c1cccc(C(=O)NCc2ccco2)c1	10.0%	3.1%	-6.1%	.	-0.8%
O=C1c2ccccc2C(=O)N1C(CO)C(O)c1ccc([N+](=O)[O-])cc1 (stereo not given)	-17.7%	0.5%	15.6%	3.5%	-1.7%
O=C(Nc1ccc(Br)cc1F)c1ccncc1	1.1%	0.5%	-6.8%	-3.8%	-3.6%
Cc1ccc(C(=O)N2CCN(C(=O)N3CCOCC3)CC2)cc1	-11.8%	i	-6.2%	-8.1%	-10.4%
N#C/C(=C\c1cn(Cc2ccc(F)cc2)c2ccccc12)C(=O)NCc1ccco1	7.4%	3.8%	5.6%	-7.0%	-3.0%
Fc1cccc(-c2csc(-c3ccno3)n2)c1	19.8%	0.6%	6.5%	7.4%	-4.1%
COc1ccc(S(=O)(=O)N2CCN(CC(=O)Nc3c(C)n[nH]c3C)CC2)cc1OC	-4.6%	1.7%	-1.7%	.	-3.8%
COc1ccccc1N(CC(=O)NCCSc1ccccn1)S(=O)(=O)c1ccccc1	7.1%	2.7%	-9.8%	0.8%	-2.4%
COc1ccc(N2CCN(C(=S)Nc3cc(C)ccc3C)CC2)cc1	2.0%	0.4%	-2.0%	1.1%	-0.2%
COc1ccccc1NC(=O)c1ccc2c(c1)N(CC(=O)NC(C)(C)C)C(=O)C(C)(C)O2	3.8%	1.3%	-2.2%	3.9%	3.8%
CC1CCCCC1NC(=O)CN1CCC(O)(c2ccc3c(c2)OCO3)CC1 (stereo not given)	4.2%	i	-1.1%	8.3%	3.2%
Cc1ccc(NC(=O)CSc2n[nH]c(-c3cccnc3)n2)cc1Cl	5.3%	1.1%	-3.7%	1.3%	?

2 compounds picked at random from those above:
SMILES	M. tuberculosis	VEEV TC-83 Vero	H1N1 NS1A inhibition	Salmonella PhoP GFP	H37Rv inhibition	others
N#C/C(=C\c1cn(Cc2ccc(F)cc2)c2ccccc12)C(=O)NCc1ccco1	7.4%	3.8%	5.6%	-7.0%	-3.0%
COc1cccc(CC(=O)NNC(=O)CN(C)S(=O)(=O)c2ccc(C)cc2)c1	-2.8%	i	-6.5%	.	-8.9%

Back to the main list, starting five compounds before the break.
SMILES	M. tuberculosis	VEEV TC-83 Vero	H1N1 NS1A inhibition	Salmonella PhoP GFP	H37Rv inhibition	others
COc1ccccc1N(CC(=O)NCCSc1ccccn1)S(=O)(=O)c1ccccc1	7.1%	2.7%	-9.8%	0.8%	-2.4%
COc1ccc(N2CCN(C(=S)Nc3cc(C)ccc3C)CC2)cc1	2.0%	0.4%	-2.0%	1.1%	-0.2%
COc1ccccc1NC(=O)c1ccc2c(c1)N(CC(=O)NC(C)(C)C)C(=O)C(C)(C)O2	3.8%	1.3%	-2.2%	3.9%	3.8%
CC1CCCCC1NC(=O)CN1CCC(O)(c2ccc3c(c2)OCO3)CC1 (stereo not given)	4.2%	i	-1.1%	8.3%	3.2%
Cc1ccc(NC(=O)CSc2n[nH]c(-c3cccnc3)n2)cc1Cl	5.3%	1.1%	-3.7%	1.3%	?
CCN(CC(=O)Nc1ccc(NC(C)=O)cc1)C(=O)CSc1nnc(-c2ccco2)n1CC	-5.9%	i	-5.4%	4.5%	-6.4%
Cc1ccc(NC(=O)C2CCN(C(=O)[C@@H]3Cc4ccccc4CN3)CC2)cc1	38.5%	4.9%	2.4%	6.6%	9.9%
Cc1cccc(NP(C)(=O)c2nc3c(s2)CCCC3)c1 (stereo not given)	-19.4%	i	1.8%	-2.4%	1.5%
CC(=O)c1ccc(S(=O)(=O)N2CCN(CC(=O)Nc3ccc(Cl)c([N+](=O)[O-])c3)CC2)cc1	60.0%	4.8%	-1.4%	.	?
Cc1ccc2cc(C#N)c(N3CCCN(S(=O)(=O)c4ccc(F)cc4)CC3)nc2c1	3.5%	i	-9.0%	-8.6%	0.9%
Cc1cc(SCC(=O)c2ccccc2)nc(=O)[nH]1	7.2%	5.1%	0.7%	11.0%	0.4%
COC(=O)c1c(NC(=O)COC(=O)c2ccc(C)s2)sc2c1CCCCC2	15.7%	0.2%	-3.4%	-2.8%	-0.9%
O=S(=O)(c1ccc2c(c1)CCCN2)N1CCCC2CCCCC21 (stereo not given)	16.4%	0.5%	-0.1%	-6.0%	9.8%
Fc1ccc(-n2c(-c3ccc4ccccc4n3)n[nH]c2=S)cc1	0.4%	2.0%	-4.9%	2.2%	-0.5%
CCCCNc1c(-c2ccc(OC)c(SC3CCCCC3)c2)nc2ccc(C)cn12	19.2%	13.7%	2.1%	.	?
O=C(NCC(c1cccnc1)N1CCN(c2ccccc2)CC1)c1ccc2c(c1)OCO2 (stereo not given)	7.8%	0.4%	0.2%	-0.7%	-8.0%
CCN1CCN(c2ccc(S(=O)(=O)N3CCOCC3)cc2NC(=O)CCOc2ccccc2)CC1	-5.7%	0.9%	-8.0%	-3.2%	-19.6%
CCc1cccc2cc3c(N)c(C(=O)Nc4ccc(S(=O)(=O)N5CCCC5)cc4)sc3nc12	15.1%	1.3%	-7.5%	-13.1%	-3.9%
COC(=O)C1=C(c2ccc(F)cc2F)C[C@@H]2CC[C@H]1N2C(=O)N1CCOCC1	3.9%	3.0%	-1.9%	.	-2.0%
Cn1ccc(-c2ccccc2)n1	-3.3%	0.9%	4.0%	-20.7%	-2.0%
CN(C(=O)CSc1nnc(-c2cccs2)n1N)c1ccccc1	-1.5%	1.4%	-19.4%	.	-5.8%
CCOc1ccc(CCNC(=O)CN2C(=O)CCSc3ccccc32)cc1	-3.6%	0.3%	-3.2%	-1.0%	3.6%
CC1CCN(CC(C)OC(=O)c2ccco2)CC1 (stereo not given)	-6.5%	0.1%	1.6%	1.3%	-1.7%

4 consecutive records out of the list so far, quoted:
SMILES	M. tuberculosis	VEEV TC-83 Vero	H1N1 NS1A inhibition	Salmonella PhoP GFP	H37Rv inhibition	others
CCN(CC(=O)Nc1ccc(NC(C)=O)cc1)C(=O)CSc1nnc(-c2ccco2)n1CC	-5.9%	i	-5.4%	4.5%	-6.4%
Cc1ccc(NC(=O)C2CCN(C(=O)[C@@H]3Cc4ccccc4CN3)CC2)cc1	38.5%	4.9%	2.4%	6.6%	9.9%
Cc1cccc(NP(C)(=O)c2nc3c(s2)CCCC3)c1 (stereo not given)	-19.4%	i	1.8%	-2.4%	1.5%
CC(=O)c1ccc(S(=O)(=O)N2CCN(CC(=O)Nc3ccc(Cl)c([N+](=O)[O-])c3)CC2)cc1	60.0%	4.8%	-1.4%	.	?
